PTHR1 agonist = PTHR1 (human) receptor agonism. Potency, µM (top dose mostly 115 µM), for inactives: at the highest dose activation, hits mostly activators. hit rate 0.075% among 410,000. Q03431. HEK293 GP2 PTHR1 cells, GloSensor cAMP luminescence, 1 h; note: potency is the fitted concentration of half-maximal effect; nearly all actives have a fitted effect of over 55% in size; some results filed as inactive show a strong effect at the top dose; inactives centre near -15; many of its hits are not listed in these tables
Target sequence (Q03431 whole entry, looked up): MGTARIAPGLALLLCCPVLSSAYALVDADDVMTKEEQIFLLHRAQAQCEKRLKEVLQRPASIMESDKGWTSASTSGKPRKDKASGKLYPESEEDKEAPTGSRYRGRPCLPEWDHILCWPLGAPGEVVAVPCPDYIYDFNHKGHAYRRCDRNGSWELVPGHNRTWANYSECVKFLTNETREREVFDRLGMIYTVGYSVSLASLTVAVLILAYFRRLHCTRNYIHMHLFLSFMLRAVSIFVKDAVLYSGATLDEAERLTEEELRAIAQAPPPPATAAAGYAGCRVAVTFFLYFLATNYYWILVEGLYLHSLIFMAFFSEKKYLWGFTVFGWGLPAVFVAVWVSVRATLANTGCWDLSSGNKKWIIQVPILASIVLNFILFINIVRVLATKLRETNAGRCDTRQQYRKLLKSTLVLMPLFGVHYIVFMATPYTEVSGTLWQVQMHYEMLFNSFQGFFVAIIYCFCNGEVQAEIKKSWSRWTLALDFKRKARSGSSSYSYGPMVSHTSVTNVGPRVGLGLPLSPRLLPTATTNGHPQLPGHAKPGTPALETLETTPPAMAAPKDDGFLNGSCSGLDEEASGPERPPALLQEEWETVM
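HEK-293-derived GP2 cells expressing PTHR1 and a GloSensor cAMP reporter, 3,000/well, plated overnight, given luciferin plus IBMX (each 0.5 mM as added) for 1 h at 37 °C, then compound for 1 h at 37 °C. Luminescence was read after 15 min at room temperature.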
DRD3 agonist = agonists of human D3 dopamine receptor | hit rate 0.58% among 410,000 | D3R DiscoveRx beta-arrestin cells, luminescence, 90 min | max activation, % | AID 652048; in the data active = max activation above about 30%; note: 0% is about no effect; mostly tested at two doses, the higher about 12 µM
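Cells at 1500/well, incubated overnight, then treated with pinned compounds (dopamine as control) for 90 min at 37 degrees C. DiscoveRx reagent added for 30 - 60 minutes at room temperature; luminescence read.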
KB-V1 cytotox = KB-V1 MDR subline cytotoxicity; KB-V1 MDR cells viability, CellTiter-Glo, 72 h; Potency, µM (highest dose often 46.1 µM), for the others: top-dose activity change, negative = cytotoxicity, usual class: cytotoxic; hit rate 3.4% among 400,000; note: potency is the fitted concentration of half-maximal effect; % is set by controls: 0 for no effect and ±100 for the full control effect; nearly all actives have a fitted effect of over 60% in size
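Drug-selected KB-V1 cells, grown in DMEM lacking phenol red with 10% FBS, receive compound titrations; after three days at 37 degrees C, surviving cell ATP is quantified by CellTiter-Glo luminescence and responses normalized and curve-fitted.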
DRD3 antagonist = antagonists of human D3 dopamine receptor. hit rate 2.5% among 360,000. max response, negative = inhibition, %. AID 652054. D3R cells, DiscoveRx beta-arrestin luminescence, antagonist mode; active compounds read low; in the data active = max response below about -50%; inconclusive = no clear call, values can overlap the other calls; note: % is set by controls: 0 for no effect and ±100 for the full control effect; mostly tested at two doses, the higher about 12 µM
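Cells expressing the human receptor were seeded at 1500 cells/well, incubated overnight at 37 degrees C in 5% CO2, then exposed to library compounds with dopamine controls for 90 minutes at 37 degrees C before luminescent detection.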
aSyn rescue = rescues yeast growth from alpha-synuclein toxicity; Yeast expressing alpha-synuclein, growth rescue, BacTiter-Glo, 24 h; Potency, µM (highest dose often 46.1 µM), for inactives: at the highest dose growth rescue (activation), actives largely listed as activators; hit rate 0.14% among 370,000; AID 652106; note: potency is the fitted concentration of half-maximal effect; % of control where 0% means no effect; nearly all actives have a fitted effect of over 65% in size
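Screening used galactose-induced yeast with toxic alpha-synuclein levels, exposed to compound for 24 hr at 30 deg C. Cell growth, read with BacTiter-Glo luminescence, gave the measured signal.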
GLP1R cytotox = cytotoxicity in counter-screen for GLP-1R inverse agonists | hit rate 0.13% among 410,000 | HEK293 cAMP-luciferase reporter cells, luminescence, 24 h | AID 624418 | Potency, µM (highest dose often 38.3 µM), inactives show at the highest dose activity change, negative = inhibition, most hits filed as inhibitors;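 note: loss of luciferase light is scored as toxicity; potency is the fitted concentration of half-maximal effect; % is set by controls: 0 for no effect and ±100 for the full control effect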
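1536-well qHTS counterscreen of the MLSMR; 200 cells/uL, 12 h pre-incubation, 23 nL cpd, 24 h at 37 deg C 5% CO2, luciferase detection reagent, 12 min RT, luminescence. Inhibition = undesired.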
GLP1R ag = agonists of human GLP-1 receptor; P43220; AID 624172; Potency, µM (titrated, usually from 45.6 µM), inactives show at the highest dose activation, most hits filed as activators; HEK293 GLP-1R CRE-luciferase, luminescence, 4-6 h; cells express a hypersensitive GLP-1R form; hit rate 0.007% among 380,000; note: potency is the fitted concentration of half-maximal effect; % of control where 0% means no effect
Target sequence (P43220 whole entry, looked up): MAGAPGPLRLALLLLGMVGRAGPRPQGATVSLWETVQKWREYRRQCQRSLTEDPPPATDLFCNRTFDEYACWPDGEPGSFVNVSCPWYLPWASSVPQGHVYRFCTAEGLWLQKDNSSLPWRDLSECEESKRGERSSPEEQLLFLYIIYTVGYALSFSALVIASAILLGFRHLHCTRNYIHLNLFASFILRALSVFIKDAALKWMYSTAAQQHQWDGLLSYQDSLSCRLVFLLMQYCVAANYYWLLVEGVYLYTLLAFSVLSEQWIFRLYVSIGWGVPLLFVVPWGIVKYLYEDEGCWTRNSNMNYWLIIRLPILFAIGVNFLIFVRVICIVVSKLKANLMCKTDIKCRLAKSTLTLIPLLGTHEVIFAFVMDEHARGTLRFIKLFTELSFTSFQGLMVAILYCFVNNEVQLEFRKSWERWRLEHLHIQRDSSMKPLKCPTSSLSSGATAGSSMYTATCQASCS
GLP1R inv ag = inverse agonists of human GLP-1 receptor; P43220; Potency, µM (top dose mostly 38.3 µM), for the others: top-dose activity change, negative = inhibition, most hits filed as inhibitors; hit rate 1.6% among 410,000; HEK293 GLP-1R CRE-luciferase, luminescence, 24 h; GLP-1R form is constitutively active; note: potency is the fitted concentration of half-maximal effect; % is set by controls: 0 for no effect and ±100 for the full control effect; nearly all actives have a fitted effect of over 55% in size
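Constitutively active GLP-1R drives a cAMP-responsive luciferase in stably transfected HEK293 cells; test compounds are added after overnight (12 h) attachment and left 24 hr, and signal loss in luminescence marks inhibition.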
TDP-43 yeast inh = rescues yeast growth from TDP-43 toxicity; hit rate 1.8% among 410,000; Potency, µM (series often up to 46.1 µM), inactives show at the highest dose growth rescue (activation), actives largely listed as activators; TDP-43 expressing yeast growth rescue, BacTiter-Glo, 24 h; note: potency is the fitted concentration of half-maximal effect; % of control where 0% means no effect; nearly all actives have a fitted effect of over 50% in size
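Yeast cells expressing TDP-43 under galactose induction are exposed to compounds for 24 hr at 30 deg C. BacTiter-Glo luminescence measures growth, so protective compounds score as activators.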
The depositor's hits bear a star; & = joins results of further samples; [ ] = dose if it differs, or a comment. Unless noted, calls come from the whole dose curve; as a rule, active = well fitted curve in the direction sought with a large enough effect; inconclusive = small, poorly fitted or top-dose-only effect, or another doubt; inactive = no such curve, though single readings can be large; an effect the other way counts as inactive or inconclusive. This is a subset; rates above refer to the full screens.

Screening O=C(CSc1nnc(-c2ccncc2)n1-c1ccccc1)Nc1ccc(C(=O)O)cc1 returned PTHR1 agonist inactive, DRD3 agonist -8, KB-V1 cytotox 15%, DRD3 antagonist -15, aSyn rescue 10%, GLP1R cytotox -1%, GLP1R ag 1%, GLP1R inv ag -1% and TDP-43 yeast inh -23%.
Screening CN(C)CCNc1ncnc2c1ncn2[C@H]1CN(C)C[C@@H](CO)O1 returned PTHR1 agonist inactive, DRD3 agonist -2, KB-V1 cytotox 5%, DRD3 antagonist -11, aSyn rescue -7%, GLP1R cytotox 3%, GLP1R ag 4%, GLP1R inv ag 31%[activator] and TDP-43 yeast inh 13%.
CCN(CC)C(=O)c1cn(-c2cccc(OC)c2)c(=O)c2ccccc12 was read as PTHR1 agonist -5%, DRD3 agonist 0, KB-V1 cytotox 6%, DRD3 antagonist -9, aSyn rescue -1%, GLP1R cytotox -21%, GLP1R ag 2%, GLP1R inv ag 1% and TDP-43 yeast inh -4%.
CCOC(=O)c1c(NC(=O)COC(=O)c2cccnc2OCC)sc(C(=O)N(CC)CC)c1C was read as PTHR1 agonist -54%, DRD3 agonist 24, KB-V1 cytotox -28%, DRD3 antagonist 27, aSyn rescue -2%, GLP1R cytotox -13%, GLP1R ag 17%, GLP1R inv ag inconclusive and TDP-43 yeast inh -5%.
CCN1CCN(Cc2ccc(NC(=O)c3cc(NC(=O)c4nccnc4N)cc(OC)c3)cc2C(F)(F)F)CC1 was read as PTHR1 agonist inactive, DRD3 agonist -16, KB-V1 cytotox 0%, DRD3 antagonist 11, aSyn rescue 3%, GLP1R cytotox 31%[activator], GLP1R ag -2%, GLP1R inv ag inconclusive and TDP-43 yeast inh 17%.
`CC1(C)SC(=S)N(/N=C/c2cccnc2)C1N(O)C(=O)Nc1ccccc1` (stereo not given) gave PTHR1 agonist inactive, DRD3 agonist -6, KB-V1 cytotox 4%, DRD3 antagonist 11, aSyn rescue 1%, GLP1R cytotox -8%, GLP1R ag -4%, GLP1R inv ag -7% and TDP-43 yeast inh 6%.
Screening COc1ccc(C(CNC(=O)c2ccc(-c3ccccc3)cc2)N(C)C)cc1OC (stereo not given) returned PTHR1 agonist inactive, DRD3 agonist -9, KB-V1 cytotox 15%, DRD3 antagonist 0, aSyn rescue -2%, GLP1R cytotox 0%, GLP1R ag 12%, GLP1R inv ag inconclusive and TDP-43 yeast inh -17%.
`Cc1ccc(C(=O)N/C(=C/c2cccnc2)C(=O)NCc2ccco2)cc1` gave PTHR1 agonist inactive, DRD3 agonist -3, KB-V1 cytotox -11%, DRD3 antagonist 1, aSyn rescue -2%, GLP1R cytotox -2%, GLP1R ag 2%, GLP1R inv ag 4% and TDP-43 yeast inh 11%.
For CC(C)CN(CCNC(=O)c1cn(C)c2ccc(S(=O)(=O)N3CCCC3)cc2c1=O)CC(C)C the results were PTHR1 agonist -16%&-20%, DRD3 agonist -8&-15, KB-V1 cytotox -12%&5%, DRD3 antagonist 1, aSyn rescue 0%, GLP1R cytotox 8%&-8%, GLP1R ag -6%, GLP1R inv ag 3%&5% and TDP-43 yeast inh 1%&-7%.
`CCCN(CCC)C(=O)Cc1ccc(F)cc1` gave PTHR1 agonist 4%, DRD3 agonist 5, KB-V1 cytotox 0%, DRD3 antagonist -5, aSyn rescue 3%, GLP1R cytotox inconclusive, GLP1R ag 2%, GLP1R inv ag inconclusive and TDP-43 yeast inh -13%.
Screening COc1ccccc1OCc1nc2ccccc2[nH]1 returned PTHR1 agonist -13%[57.5 µM], DRD3 agonist 0, KB-V1 cytotox inconclusive, DRD3 antagonist 25, aSyn rescue -13%, GLP1R cytotox -20%, GLP1R ag 1%, GLP1R inv ag 0% and TDP-43 yeast inh 10%.
Screening COc1ccc(-c2nc(-c3cccs3)c(-c3cccs3)[nH]2)cc1OC returned PTHR1 agonist -9%, DRD3 agonist 1, KB-V1 cytotox -11%, DRD3 antagonist -5, aSyn rescue 12%, GLP1R cytotox -29%, GLP1R ag 9%, GLP1R inv ag inconclusive and TDP-43 yeast inh inconclusive.

Among those listed so far, these have an NH in an aromatic ring.
Screening COc1ccccc1OCc1nc2ccccc2[nH]1 returned PTHR1 agonist -13%[57.5 µM], DRD3 agonist 0, KB-V1 cytotox inconclusive, DRD3 antagonist 25, aSyn rescue -13%, GLP1R cytotox -20%, GLP1R ag 1%, GLP1R inv ag 0% and TDP-43 yeast inh 10%.
Screening COc1ccc(-c2nc(-c3cccs3)c(-c3cccs3)[nH]2)cc1OC returned PTHR1 agonist -9%, DRD3 agonist 1, KB-V1 cytotox -11%, DRD3 antagonist -5, aSyn rescue 12%, GLP1R cytotox -29%, GLP1R ag 9%, GLP1R inv ag inconclusive and TDP-43 yeast inh inconclusive.

The list continues:
CCOc1ccc(CCNC(=O)C2CCN(S(=O)(=O)N3CCCCC3)CC2)cc1OCC was read as PTHR1 agonist -12%, DRD3 agonist -8, KB-V1 cytotox inconclusive, DRD3 antagonist -19, aSyn rescue -2%, GLP1R cytotox -8%, GLP1R ag -2%, GLP1R inv ag 15% and TDP-43 yeast inh -11%.
CC(C)n1nccc1N(Cc1ccc(Cl)cc1)S(=O)(=O)c1ccccc1 was read as PTHR1 agonist -43%[inhibitor], DRD3 agonist -14, KB-V1 cytotox inconclusive, DRD3 antagonist -4, aSyn rescue -15%, GLP1R cytotox -1%, GLP1R ag 2%, GLP1R inv ag inconclusive and TDP-43 yeast inh inconclusive.
`O=C(c1cc(S(=O)(=O)N2CCOCC2)ccc1Cl)N1CCCCC1CO` (stereo not given) gave PTHR1 agonist inactive, DRD3 agonist 9, KB-V1 cytotox 3%, DRD3 antagonist 5, aSyn rescue 3%, GLP1R cytotox 12%, GLP1R ag 4%, GLP1R inv ag 3% and TDP-43 yeast inh -4%.
CCOc1ccc(C(=O)N/N=C/c2cc([N+](=O)[O-])cs2)cc1 was read as PTHR1 agonist -6%, DRD3 agonist 1, KB-V1 cytotox -9%, DRD3 antagonist -8, aSyn rescue -4%, GLP1R cytotox 1%, GLP1R ag -5%, GLP1R inv ag -2% and TDP-43 yeast inh -10%.
CCN(CC)S(=O)(=O)c1ccc2oc(SCC(=O)Nc3cc(C)on3)nc2c1 was read as PTHR1 agonist -5%, DRD3 agonist -3, KB-V1 cytotox 3.7µM*, DRD3 antagonist 32, aSyn rescue -36%[inhibitor], GLP1R cytotox inconclusive, GLP1R ag -12%, GLP1R inv ag inconclusive and TDP-43 yeast inh 2%.
`Cc1ccc(-c2nc3ccc([N+](=O)[O-])cc3[nH]2)cc1` gave PTHR1 agonist -39%[inhibitor], DRD3 agonist -3, KB-V1 cytotox -3%, DRD3 antagonist -8, aSyn rescue 1%, GLP1R cytotox -13%, GLP1R ag -2%, GLP1R inv ag inconclusive and TDP-43 yeast inh 18µM*.
Screening O=C1C2C3C=CC(C4CC34)C2C(=O)N1CCc1ccccc1 (stereo not given) returned PTHR1 agonist inactive, DRD3 agonist -2, KB-V1 cytotox 18µM*, DRD3 antagonist 23, aSyn rescue 2%, GLP1R cytotox 0%, GLP1R ag -2%, GLP1R inv ag 2% and TDP-43 yeast inh 28%.
CNS(=O)(=O)c1cccc(C(=O)OC2CCOC2=O)c1 (stereo not given) was read as PTHR1 agonist inactive, DRD3 agonist -2, KB-V1 cytotox 0%, DRD3 antagonist 3, aSyn rescue -2%, GLP1R cytotox 2%, GLP1R ag 6%, GLP1R inv ag 33%[activator] and TDP-43 yeast inh -2%.
C#CCN(C[C@@H]1[C@@H](OC(=O)NC2CCCC2)[C@@H](OC(=O)NC2CCCC2)Cn2c(=O)ccc(=O)n21)S(=O)(=O)c1ccc(C)cc1 was read as PTHR1 agonist -93%[inhibitor], DRD3 agonist -13, KB-V1 cytotox -4%, DRD3 antagonist -64*, aSyn rescue 1%, GLP1R cytotox inconclusive, GLP1R ag -16%, GLP1R inv ag inconclusive and TDP-43 yeast inh 28%.
CC(=O)NC1(C2CCCCC2=O)CCCCC1 (stereo not given) was read as PTHR1 agonist -4%[57.5 µM], DRD3 agonist -1, KB-V1 cytotox 0%, DRD3 antagonist -65*, aSyn rescue 0%, GLP1R cytotox 12%, GLP1R ag -10%, GLP1R inv ag 10% and TDP-43 yeast inh 2%.
`Cc1ccc(C(=O)/C=C/c2cn(CN3CCN(C)CC3)c3ccccc23)cc1` gave PTHR1 agonist -42%, DRD3 agonist -20, KB-V1 cytotox 1%, DRD3 antagonist -10, aSyn rescue 11%, GLP1R cytotox 119%[activator], GLP1R ag 2%, GLP1R inv ag inconclusive and TDP-43 yeast inh 0%.
For CC1(C(=O)NS(=O)(=O)Cc2ccccc2C(F)(F)F)CCN1C(=O)Cc1ccccc1 (stereo not given) the results were PTHR1 agonist -10%, DRD3 agonist -11, KB-V1 cytotox 1%, DRD3 antagonist 0, aSyn rescue -10%, GLP1R cytotox -6%, GLP1R ag -1%, GLP1R inv ag 9% and TDP-43 yeast inh 13%.
Cn1c(=O)cc(OCC(=O)Nc2ccccn2)c2ccccc21 was read as PTHR1 agonist inactive, DRD3 agonist -4, KB-V1 cytotox 3%, DRD3 antagonist 13, aSyn rescue 8%, GLP1R cytotox 0%, GLP1R ag 1%, GLP1R inv ag -5% and TDP-43 yeast inh 14%.
`CC1(C)COC(/C=C/c2cccc([N+](=O)[O-])c2)=N1` gave PTHR1 agonist -46%[inhibitor], DRD3 agonist -3, KB-V1 cytotox -6%, DRD3 antagonist -22, aSyn rescue 17%, GLP1R cytotox -27%[7.66 µM], GLP1R ag 1%, GLP1R inv ag -20%[7.66 µM] and TDP-43 yeast inh 4%[9.22 µM].

Screening results: PubChem BioAssay, National Center for Advancing Translational Sciences (NCATS)
